Assay outcomes as filed in PubChem BioAssay.
TTR transcr act = activators of transthyretin transcription | SH-SY5Y TTR promoter Gaussia luciferase, luminescence; 100% = recombinant luciferase protein wells | activation, % at 16.7 µM | actives 1.3% (n = 92,000) | AID 1117267;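 active = activation above the mean of all tested compounds plus 3 SD, cut at about 9.5% in these data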;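 also: cells exposed to compounds for one day before reading; 0% = median of all test compound wells on the plate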
* marks the source's active call; other numbers are inactive results. Some of the compounds tested; count on the stated rates, not on these rows.

TTR transcr act | SMILES
-2.9 | CC(NC(=O)/C=C/c1cnc2ccccc2n1)C12CC3CC(CC(C3)C1)C2 (stereo not drawn)
0.4 | COc1ccccc1OCC(=O)NCC1CCCN(Cc2cnn(C)c2C)C1 (stereo not drawn)
-0.9 | CC(C)NC(=S)N/N=C/c1c[nH]c2ccccc12
-1.5 | CCOC(=O)c1ccc(Nc2cc(C)nc(C)c2C(=O)OCC)cc1
0.0 | C=CCn1c(-c2cccc(OCC)c2)n[nH]c1=S
-1.3 | CCCCN1CC(COCc2ccccc2)Oc2ccccc2S1(=O)=O (stereo not drawn)
-1.6 | CC(C)C(NC(=O)C1CCCCC1)C(=O)NCCc1ccccc1 (stereo not drawn)
-0.8 | O=C(COC(=O)Cc1n[nH]c(=O)c2ccccc12)NNC(=O)c1ccccc1

Following part:
TTR transcr act | SMILES
-0.3 | COc1ccc(CNS(=O)(=O)NCc2ccccc2)cc1
-3.7 | Cc1ccccc1CN1CCCCC(NC(=O)Nc2cccc([N+](=O)[O-])c2)C1=O (stereo not drawn)
-0.5 | Cc1cccc(CN2CCN(C3CN(C4CCCC4)S(=O)(=O)C3)CC2)c1 (stereo not drawn)
1.3 | O=C(NCc1csc(-c2cccs2)n1)C1CCC1
7.3 | CC(C)CC(c1nnnn1CCc1ccccc1)N1CCC(C(N)=O)CC1 (stereo not drawn)
2.3 | CC(=O)c1cnc2cc(C)nn2c1C
-0.2 | CN1CCN(S(=O)(=O)c2cccc(C(=O)N(C)Cc3c(F)cccc3Cl)c2)CC1
-1.2 | O=C1NC[C@@H](CCCCN2CCN(CCC3CCCCC3)C(=O)C2=O)N(CC2CCCCC2)C1=O

(cont.)
TTR transcr act | SMILES
-2.5 | CN1CCN(S(=O)(=O)c2cccc(C(=O)Nc3nc(-c4ccccc4)cs3)c2)CC1
0.8 | CCOC(=O)N1CCN(c2ccc(S(=O)(=O)N3CCOCC3)cn2)CC1
-0.5 | COc1cc(CCCN2CCNC[C@@H]2Cc2ccccc2)cc(OC)c1OC
0.8 | COc1ccc(CN(CC(=O)NCc2ccc(F)cc2)C(=O)CCC(=O)Nc2ccccn2)cc1
1.6 | COc1ccc(CNC(=O)CSc2nnc(NC(=O)c3ccccc3F)s2)cc1
2.9 | CC(NC(=O)c1cccs1)c1ccc(Cl)cc1 (stereo not drawn)
0.0 | C=C1CCN([C@@H](C)C(=O)OCc2cccc(C)c2)S(=O)(=O)c2ccccc21
-2.0 | COCCn1c(SCC(=O)NC(=O)NC2CCCCC2)nc2ccccc2c1=O

The listing continues.
TTR transcr act | SMILES
1.0 | COc1cc(OC)cc(-c2cc3nc4c(c(N5CCN(c6cnccn6)CC5)n3n2)CCCC4)c1
-6.7 | COc1cc(OC)nc(-n2ncc(Br)c(Br)c2=O)n1
2.5 | CC(C)N1CCC1(C)C(=O)Nc1cccc2ccccc12 (stereo not drawn)
-0.5 | O=C1NC[C@@H](CCCCN2C[C@H](Cc3ccccc3)N(CCc3ccc(O)cc3)C(=O)C2=O)N(CC2CCCCC2)C1=O
-0.6 | COc1ccc(N(C)C(=O)c2oc(=O)c3ccccc3c2-c2ccccc2)c(OC)c1
0.6 | Cc1nc2ccc(N=NN(C)C)cc2[nH]1
-1.7 | O=c1[nH]c(Cc2ccccn2)nc2scc(-c3ccccc3Cl)c12
-1.3 | O=C1C(Cc2ccccc2)NC(=S)N1Cc1ccccc1 (stereo not drawn)

Other results.
TTR transcr act | SMILES
1.5 | O=C(Nc1ccc(F)cc1)OCCN1CCN(Cc2ccccc2)CCC1=O
-0.9 | Cc1nc2c(ccc3nc(NC(=O)Cc4cccc5ccccc45)sc32)s1
-1.4 | COc1cc(C(=O)NCCc2ccc(S(=O)(=O)N3CCCC3)cc2)cc(OC)c1OC
0.2 | Cc1occc1-c1nnc(SCC(=O)N2CCN(c3ccc(F)cc3)CC2)n1C
-2.8 | O=C(N/N=C/c1cc(Br)ccc1O)C(=O)Nc1ccccc1OC(F)(F)C(F)F
-2.2 | COc1ccc(C(=O)NC2CCN(C(=O)Nc3ccccc3Cl)CC2)cc1
-0.1 | CCOC(=O)C1=C(c2ccccc2)NC(SCC(=O)Nc2ccccc2C)=C(C#N)C1c1ccco1 (stereo not drawn)
-0.8 | COc1ccc(C2(C#N)CCC(=O)N2c2ccccc2)cc1 (stereo not drawn)

The results go on:
TTR transcr act | SMILES
0.3 | CCOC(=O)c1cnc(Cc2ccccc2)[nH]c1=O
0.6 | O=C(NCCC1=CCCCC1)C(=O)NCC(c1ccco1)N1CCN(c2ccc(F)cc2)CC1 (stereo not drawn)
2.2 | O=C(CC1NCCNC1=O)OCCCc1ccccc1 (stereo not drawn)
1.3 | CC(C)N(CCCNC(=O)c1nn(C)c2c1CS(=O)(=O)c1ccccc1-2)Cc1ccccc1
-2.1 | NC(=O)C1=C(N)c2ccccc2C1c1ccccc1 (stereo not drawn)
-1.4 | CN(C)S(=O)(=O)c1ccc(C(=O)OCC(=O)NCc2ccccc2)cc1
-0.7 | Cc1cccc(NC(=O)CNC(=O)CCc2nc3sc4c(c3c(=O)[nH]2)CCCC4)c1C
-1.2 | CC(C)NS(=O)(=O)c1ccc(OCC(=O)Nc2cccc(F)c2)cc1

A few values from the results shown:
Result for CC(C)NS(=O)(=O)c1ccc(OCC(=O)Nc2cccc(F)c2)cc1 under TTR transcr act: -1.2
Result for O=C(NCCC1=CCCCC1)C(=O)NCC(c1ccco1)N1CCN(c2ccc(F)cc2)CC1 (stereo not drawn) under TTR transcr act: 0.6

Next section
TTR transcr act | SMILES
1.5 | O=C(N1CCOCC1)C1(c2ccc(Cl)cc2)CCCC1
-0.2 | COc1ccccc1NC(=O)OC1CC2CC1[C@H]1CCCCN1[C@H]2Cc1ccccc1 (stereo partly drawn)
0.9 | COc1ccc(CNC(=O)Oc2ccccc2)cc1Cl
0.1 | O=C(c1cccc(S(=O)(=O)N2CCOCC2)c1)N1CCN(C/C=C/c2ccccc2)CC1
0.1 | O=C(CSCc1ccc(Br)cc1)NC1CC1
-1.4 | CN(C)S(=O)(=O)c1ccc(Cl)c(NC(=O)CN2C(=O)NC(C)(C3CC3)C2=O)c1 (stereo not drawn)
-1.6 | COc1ccc(C(C(=O)NCc2ccccc2)n2c(=O)c(-c3ccco3)nc3ccccc32)cc1 (stereo not drawn)
1.9 | COc1cccc(NC(=O)NCc2ccccc2F)c1

(list continues)
TTR transcr act | SMILES
0.4 | COc1ccc(NC(=O)c2ccc(COc3ccccc3Br)o2)c(OC)c1
0.0 | CCc1cc(=O)oc2cc(OC(=O)CN3C(=O)NC4(CCCC4)C3=O)ccc12
-0.7 | Cc1ccc(C)n1-c1c(C(=O)NN)cnn1-c1ccccc1
3.6 | CC(=O)c1cccc(NC(=O)COC(=O)CCC(=O)c2ccc(F)cc2)c1
-2.6 | COc1ccc(-c2ccc(-c3noc(C)n3)c(OC)n2)cc1
3.9 | CCOC(=O)C1=C(O)/C(=C\c2cc(C)n(-c3ccc(F)cc3)c2C)N=C1C
-0.5 | O=C(N/C(=C/c1ccc(Br)cc1)C(=O)N1CCCC1=O)c1ccco1
-0.3 | CC(C)CNC(=O)NC1C(NC(=O)NCC(C)C)N(C)C(=O)N1C (stereo not drawn)

Additional results follow.
TTR transcr act | SMILES
2.3 | COc1ccc(COc2cc(-c3cccc(OC)c3)nc3ccc(NC(C)=O)cc23)cc1
5.5 | CCC(=O)N1CCN(c2cc3c(cc2F)c(=O)c(C(=O)O)cn3CC)CC1
1.2 | COCCSc1nc(N)c(NC(=O)c2ccc(OC)cc2)c(=O)[nH]1
5.6 | COC(=O)c1cc(=O)n(Cc2cccs2)c(=NCc2cccs2)s1
1.0 | CN(C)CCCNc1nc2cc(-c3ccccc3CO)sc2c(=O)n1C
2.5 | CC(C)C(=O)Nc1cccc(C(=O)OCC(=O)c2ccc(Cl)cc2Cl)c1
-3.3 | O=C(O)CCC(=O)Nc1nc(-c2ccccc2)cs1
-2.4 | COc1ccccc1CNC(=O)CCS(=O)(=O)c1ccc2c(c1)CCN2C(C)=O

Molecules shown so far that have bromine:
TTR transcr act | SMILES
-6.7 | COc1cc(OC)nc(-n2ncc(Br)c(Br)c2=O)n1
-2.8 | O=C(N/N=C/c1cc(Br)ccc1O)C(=O)Nc1ccccc1OC(F)(F)C(F)F
0.1 | O=C(CSCc1ccc(Br)cc1)NC1CC1
0.4 | COc1ccc(NC(=O)c2ccc(COc3ccccc3Br)o2)c(OC)c1
-0.5 | O=C(N/C(=C/c1ccc(Br)cc1)C(=O)N1CCCC1=O)c1ccco1

Other entries.
TTR transcr act | SMILES
-2.8 | COc1ccc(OC)c(-c2cc(C(=O)Nc3cc(C)on3)no2)c1
0.1 | Cc1ccc(-n2cc(CNCCc3cscn3)c(-c3ccc(F)cc3)n2)cc1
-1.2 | CCN(CC)CCCN(Cc1cc2cc3c(cc2[nH]c1=O)OCO3)C(=S)NCCCN(C)C
1.4 | CCOc1ccccc1NC(=O)COC(=O)c1cnc(C)cn1
0.0 | COc1ccc(C2CC(c3cccs3)=NN2c2ccc(C=O)cc2)cc1 (stereo not drawn)
1.5 | CC(C)(C)C(=O)CSc1ncnc2c1cnn2-c1ccccc1
0.6 | Clc1cccc(OCCCn2ccnc2)c1
-2.0 | Oc1c(Cl)cc(Cl)c2cccnc12

Later entries.
TTR transcr act | SMILES
0.4 | CN(C)/C=C/C(=O)c1ccc(C(F)(F)F)cc1F
3.5 | N/C(=N\OC(=O)CCC1CCCCC1)c1cccnc1
3.3 | O=C(O)c1c2c(nc3ccc(S(=O)(=O)N4CCC(C(=O)N5CCCCC5)CC4)cc13)CCCC2
-4.6 | CN(c1cccc(Cl)c1)S(=O)(=O)c1cccc(C(=O)Nc2nc3ccccc3[nH]2)c1
0.5 | CC(C)Cc1cc(C(=O)N2CCCC(C(=O)c3cc(F)ccc3F)C2)n(C)n1 (stereo not drawn)
1.1 | C(=C\c1ccccn1)/c1ccncc1
-3.8 | CC(=O)Oc1ccc(Cl)cc1/C=C/c1ccc2ccccc2n1
3.5 | O=C1N(c2cccc3ccccc23)C(c2ccccc2)N2CCCN12 (stereo not drawn)

(list continues)
TTR transcr act | SMILES
-1.5 | C=CCn1c(=O)c2ccccc2n2c(SCC(=O)N3CCCc4ccccc43)nnc12
0.8 | CCOc1ccc(-n2c(SCC(=O)Nc3ccccc3C)n[nH]c2=O)cc1
4.4 | CCn1c(SCC(=O)NC2CCCc3ccccc32)nnc1-c1ccncc1 (stereo not drawn)
-3.9 | Cc1cc(C(=O)COC(=O)c2ccc(N)c([N+](=O)[O-])c2)c(C)n1-c1ccc2c(c1)OCO2
3.7 | C=CCN1C(=O)CSC1=Nc1ccc(O)cc1
1.7 | Oc1ccc2c(c1)C1CCCC1(N1CCOCC1)O2 (stereo not drawn)
-0.2 | COc1cccc(-n2cn[nH]c2=S)c1
-2.0 | Cn1c(CNc2ccccc2)cc(=O)n(C)c1=O

Reprinted at random: three records from the list.
TTR transcr act | SMILES
-3.9 | Cc1cc(C(=O)COC(=O)c2ccc(N)c([N+](=O)[O-])c2)c(C)n1-c1ccc2c(c1)OCO2
-0.1 | CCOC(=O)C1=C(c2ccccc2)NC(SCC(=O)Nc2ccccc2C)=C(C#N)C1c1ccco1 (stereo not drawn)
2.3 | COc1ccc(COc2cc(-c3cccc(OC)c3)nc3ccc(NC(C)=O)cc23)cc1

Other results follow.
TTR transcr act | SMILES
-2.3 | CCOC(=O)N1CCN(C2=C(NS(=O)(=O)c3ccc(NC(C)=O)cc3)C(=O)c3ccccc3C2=O)CC1
0.2 | COc1cccc(C(=O)NCC(=O)N/N=C/c2ccc3c(c2)OCO3)c1
0.1 | O=C(O)c1cccc(S(=O)(=O)NCC2COc3ccccc3O2)c1 (stereo not drawn)
-1.9 | COc1ccc(-c2cc(C(=O)NC(C)c3ccccn3)c3ccccc3n2)cc1OC (stereo not drawn)
-1.7 | COc1ccc(-c2csc3nc(-c4ccc(C)cc4)oc(=O)c23)cc1OC
0.7 | COc1ccc(CCNC(=O)CN(c2ccc(OC)c(OC)c2)S(=O)(=O)c2ccccc2)cc1OC
-1.2 | COC(=O)[C@@]12CCCCC3=C1N(CCC3)C(=O)[C@H]2CC(=O)N1CCOCC1
-1.7 | CN(Cc1ccc(Cl)cc1)C(C(=O)NC1CCCCC1)c1ccnc2ccccc12 (stereo not drawn)

Additional compounds follow.
TTR transcr act | SMILES
2.3 | CC1(C)CC(NC2C3CC4CC(C3)CC2C4)CC(C)(C)N1 (stereo not drawn)
-1.8 | CCC(=O)Nc1ccc2c(c1)C(=O)c1ccccc1C2=O
1.0 | COc1ccc(CCNC(=O)C2(C)CCC(=O)N2Cc2ccc3c(c2)OCO3)cc1OC (stereo not drawn)
-0.1 | O=S(=O)(NCc1cc(-c2ccccc2)no1)c1ccc(Cl)cc1
-1.7 | COc1ccc(N(C(=O)c2ccc(C)cc2)S(=O)(=O)c2cccs2)cc1
0.8 | CC(C)C(NS(=O)(=O)c1cccc2nsnc12)C(=O)N1CCc2ccccc2C1 (stereo not drawn)
-0.1 | CC1(C(=O)Nc2ccc3c(c2)OCCO3)CCN1C(=O)CC1CCCC1 (stereo not drawn)
5.4 | Cc1cccc(C(=O)Nc2ccc3ccccc3c2)c1

Remaining list, next part
TTR transcr act | SMILES
2.2 | OCCCn1c(-c2ccccc2)nc(=S)c2c1CCCC2
-1.4 | N#Cc1c(Cl)cccc1Oc1ccc(S(=O)(=O)Nc2ccccc2)cc1
4.5 | Cc1ccc(NC(=S)N/N=C2/CCCCc3ccccc32)cc1
-4.9 | Cc1nc(N2CCN(C(=O)c3ccco3)CC2)c2c3c(sc2n1)CC(C)CC3 (stereo not drawn)
2.2 | CCc1cccc(Nc2cnn(C34C[C@@H]5C[C@@H](CC(CC(=O)O)(C5)C3)C4)c(=O)c2Cl)c1
1.1 | CC(=O)N(CC(=O)O)c1ccccc1
-0.6 | Cc1ccc(S(=O)(=O)N2CCN(C(=O)COC(=O)c3cc(C)oc3C)CC2)cc1
-1.2 | CC(=O)c1ccccc1C(=O)N1CCCC(CCC(=O)N2CCN(c3ccccn3)CC2)C1 (stereo not drawn)
-1.6 | C=CCNC(=S)N/N=C/c1ccc(-c2cccc([N+](=O)[O-])c2)o1
0.4 | S=C(NCCc1ccccc1)Nc1ccccc1
-1.8 | O=C(NC(=S)Nc1ccc(N2CCCCC2)cc1)c1ccc2c(c1)OCCO2
